Compound activity from PubChem BioAssay.
VP16 counter – counter-screen for ROR gamma inhibitors: Gal4-VP16 reporter. Drosophila S2 Gal4-VP16 UAS-luciferase, luminescence, 20 h. Potency, µM (highest dose often 53.6 µM), inactives show at the top dose activity, negative = inhibition, actives largely listed as inhibitors. actives 3.5% (n = 310,000). AID 2546;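 note: Gal4-VP16 expression switched on by copper sulfate through the metallothionein promoter; potency is the fitted concentration of half-maximal effect; % is set by controls: 0 for no effect and ±100 for the full control effect; nearly all actives have a fitted effect of over 50% in size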
NPC1 prom act – NPC1 promoter activation; Huh7 NPC1 promoter luciferase reporter, 24 h; Potency, µM (titrated, usually from 9.22 µM), for the others: top-dose activation, most hits filed as activators; actives 2.4% (n = 320,000);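 note: potency is the fitted concentration of half-maximal effect; % of control where 0% means no effect; nearly all actives have a fitted effect of over 60% in size; reporter is driven by a mutant NPC1 promoter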
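Stable NPC1-promoter luciferase Huh7 line; cpd (DMSO) 24 h, 37 °C, 5% CO2; Amplite luciferase reagent 10 min RT; luminescence readout. qHTS format.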
BRCA1 expr up – BRCA1 expression activation. MCF7-BRCA1-FFLuc reporter, luminescence, 48 h; response scale: scaled: vehicle 0%, 10 µM genistein 100%. Potency, µM (doses to about 46.1 µM), inactives show at the top dose activation, usual class: activators. actives 1.1% (n = 380,000); note: potency is the fitted concentration of half-maximal effect; nearly all actives have a fitted effect of over 80% in size; some results filed as inactive show a strong effect at the top dose
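Using MCF7 cells harboring a BRCA1 firefly luciferase reporter, plated 2 h before compound pinning, the screen measured luminescence after 48 h incubation. Responses were normalized to DMSO and 10 microM genistein, then fitted for concentration-effect.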
RORgamma inh – blocks mouse ROR gamma transcriptional activity. P51450. Drosophila S2 Gal4-RORgamma UAS-luciferase reporter, 20 h. Potency, µM (titrated, usually from 53.6 µM), inactives show top-dose activity change, negative = inhibition, actives largely listed as inhibitors. actives 5.4% (n = 310,000); note: potency is the fitted concentration of half-maximal effect; % is set by controls: 0 for no effect and ±100 for the full control effect; nearly all actives have a fitted effect of over 60% in size
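In this cell-based reporter format, copper sulfate (700 uM final) drives Gal4–ROR gamma fusion expression from a metallothionein promoter in Drosophila Schneider cells; compounds preincubated 1 hr, reporter read after 20 hr at ambient temperature.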
ELG1 genotoxic – genotoxicity induction in ELG1-luciferase HEK293T cells. HEK293T ELG1-luciferase reporter, luminescence, 16 h. Potency, µM (series often up to 46 µM), inactives show top-dose activity change, positive = activation, usual class: activators. actives 1.3% (n = 330,000); note: potency is the fitted concentration of half-maximal effect; % of control where 0% means no effect; nearly all actives have a fitted effect of over 60% in size
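Quantitative HTS format in 1536-well plates. HEK293T ELG1-luciferase reporter cells receive test compound and are incubated 16 hr at 37 °C, 5% CO2; ONE-Glo added, 30 min room temperature, then luminescence read.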
p53 reactivation – restores transcriptional activity of mutant p53. H1299 p53-A138V BP100-luciferase reporter, luminescence, 24 h. Potency, µM (top dose mostly 92.2 µM), for inactives: top-dose activity change, positive = activation, actives largely listed as activators. actives 0.063% (n = 320,000). AID 504706; note: potency is the fitted concentration of half-maximal effect; % of control where 0% means no effect; nearly all actives have a fitted effect of over 45% in size
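p53-null H1299 cells stably carrying temperature-sensitive p53-A138V and a BP100-luciferase reporter were pinned with compounds (4-point, 1:5 series) and held 24 hrs at 37 deg C. Luminescence was read 10 min after detection reagent.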
FLuc modulator – firefly luciferase modulation, counter-screen for miR-21 project | P08659 | purified FLuc, Km substrates, luminescence inhibition | Potency, µM (top dose mostly 57.5 µM), inactives show at the highest dose activity change, negative = inhibition, most hits filed as inhibitors | actives 6.9% (n = 360,000) | AID 588342;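 note: potency is the fitted concentration of half-maximal effect; plate controls were vehicle for no effect and reference inhibitor for full effect; nearly all actives have a fitted effect of over 55% in size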
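Purified P. pyralis luciferase (10nM final) with 10uM D-luciferin and 10uM ATP (Km levels) in 50mM Tris acetate pH 7.5, 10mM Mg acetate, 0.01% Tween-20, 0.05% BSA; qHTS 6-point titration, ~60 µM downward; luminescence read.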
Rab9 prom act – activators of Rab9 promoter | Huh7 Rab9 promoter-luciferase reporter, luminescence, 24 h | Potency, µM (doses to about 9.22 µM), without a hit: at the highest dose activation, negative = inhibition, most hits filed as activators | actives 2.8% (n = 320,000) | AID 485297; note: potency is the fitted concentration of half-maximal effect; % of control where 0% means no effect; nearly all actives have a fitted effect of over 60% in size
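Huh7 reporter line, Rab9 promoter upstream of luciferase. Compound exposure 24 h at 37 °C in reduced-serum medium with 10% FBS. Read-out: luminescence.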
Tb PFK inh – blocks T. brucei phosphofructokinase. Potency, µM (doses to about 57.5 µM), for inactives: at the highest dose activity, negative = inhibition, usual class: inhibitors. AID 485367. actives 0.17% (n = 330,000). T. brucei PFK, ADP-Glo luminescence;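 note: potency is the fitted concentration of half-maximal effect; 0% = uninhibited 1x PFK enzyme wells and -100% = no-enzyme wells; nearly all actives have a fitted effect of over 60% in size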
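ADP-Glo luminescence quantified ADP after 45 min at room temperature, with 1.25 nM T. brucei PFK, 0.1 mM ATP and 0.5 mM fructose-6-phosphate in pH 8.0 TEA buffer. qHTS titrations up to 57 µM; curves classified by quality.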
ELG1 repair inh – inhibitors of ELG1-dependent DNA repair in HEK293T cells; HEK293T ELG1-luciferase reporter, luminescence, 16 h; DNA damage induced by 5-fluorouridine; Potency, µM (titrated, usually from 46.1 µM), inactives show top-dose activity change, negative = inhibition, hits mostly inhibitors; actives 2.3% (n = 330,000); AID 504467; note: potency is the fitted concentration of half-maximal effect; % is set by controls: 0 for no effect and ±100 for the full control effect; nearly all actives have a fitted effect of over 55% in size
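Quantitative HTS, concentration-response format. 2,000 cells/well co-treated with 5-fluorouridine and compound, 16 hr in 5% CO2 at 37 °C; ONE-Glo luminescence read after 30 min.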
TRPV1 agonist – agonists of human vanilloid receptor 1 (TRPV1); AID 540275; activation, % at 8.33 µM; TRPV1-expressing cells, Fluo-8 calcium influx, agonist mode; actives 0.19% (n = 320,000); in the data active = activation above about 80%; inconclusive = between about 30% and that limit; note: 0% is about no effect
Target sequence (Q8NER1 whole entry, looked up): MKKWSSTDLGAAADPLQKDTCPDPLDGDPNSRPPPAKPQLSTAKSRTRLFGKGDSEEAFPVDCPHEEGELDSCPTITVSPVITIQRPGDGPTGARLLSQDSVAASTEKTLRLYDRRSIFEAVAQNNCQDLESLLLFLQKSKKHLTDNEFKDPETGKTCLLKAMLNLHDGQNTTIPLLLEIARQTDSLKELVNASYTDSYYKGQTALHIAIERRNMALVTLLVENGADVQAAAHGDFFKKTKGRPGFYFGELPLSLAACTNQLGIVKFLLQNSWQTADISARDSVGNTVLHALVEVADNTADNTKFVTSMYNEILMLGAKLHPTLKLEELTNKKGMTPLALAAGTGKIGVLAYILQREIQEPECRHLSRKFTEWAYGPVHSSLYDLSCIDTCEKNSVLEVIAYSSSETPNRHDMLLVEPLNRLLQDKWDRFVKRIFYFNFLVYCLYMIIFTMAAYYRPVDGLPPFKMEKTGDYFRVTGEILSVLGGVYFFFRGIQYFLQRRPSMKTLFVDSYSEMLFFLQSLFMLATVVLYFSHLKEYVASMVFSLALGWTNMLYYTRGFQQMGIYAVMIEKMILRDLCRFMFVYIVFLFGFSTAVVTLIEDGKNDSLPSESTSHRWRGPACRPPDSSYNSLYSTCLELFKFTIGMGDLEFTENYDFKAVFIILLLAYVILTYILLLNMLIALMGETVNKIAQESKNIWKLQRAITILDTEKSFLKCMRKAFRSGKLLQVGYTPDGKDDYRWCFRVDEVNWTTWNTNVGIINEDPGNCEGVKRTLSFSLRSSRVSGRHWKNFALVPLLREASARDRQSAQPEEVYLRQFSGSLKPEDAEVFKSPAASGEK
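TRPV1-expressing cells were cultured overnight at 35.5C and loaded with Fluo-8 calcium dye for 40 to 90 min at room temperature. After a 10 s baseline, compound was added and calcium influx was read kinetically for 3 min (ex 480/em 520 nm).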
* hit, by the source's call; ? = inconclusive; . = not tested or not shown; [ ] = dose if it differs, or a comment. Unless noted, calls come from the whole dose curve; as a rule, active = well fitted curve in the direction sought with a large enough effect; inconclusive = small, poorly fitted or top-dose-only effect, or another doubt; inactive = no such curve, though single readings can be large; an effect the other way counts as inactive or inconclusive. An unsorted share of the library; any-hit rate near 15%.

1) COc1cc(NC(=O)CC(C)n2ccnc2)cc(OC)c1 (configuration not stated)
2) CCCC(=O)Nc1ccc(C(=O)N/N=C/c2cccnc2)cc1
3) Cc1c(Cl)cccc1-n1c(SCC(=O)NCc2cccs2)nnc1-c1ccncc1
4) O=C(CN1CCOCC1)Nc1ncc(Cc2cccc3ccccc23)s1
5) CCn1c(Sc2ccc([N+](=O)[O-])cn2)nnc1-c1ccco1
6) C/C=C/c1ccc(OCCn2nnc3ccccc32)c(OC)c1
7) FC(F)(F)c1cc(Oc2ccccc2)ncc1-c1nnc(-c2ccccc2Cl)o1
8) Cc1cc(Nc2nc(Cl)c(Cl)cc2Cl)n(-c2ccccc2)n1
compound no.	1	2	3	4	5	6	7	8
FLuc modulator	2%	-2%	-1%	-1%	1%	17µM*	-2%	3%
Rab9 prom act	-6%	2%	4%	0%	-11%	?	-2%	-5%
Tb PFK inh	-4%	-3%	-9%	-10%	0%	5%	-2%	0%
TRPV1 agonist	-1	9	-1	?	1	4	.	2
NPC1 prom act	-5%	-1%	0%	-3%	0%	26%	-2%	-3%
ELG1 genotoxic	-1%	-3%	0%	?	0%	?	-4%	11%
RORgamma inh	8%	-7%	38%	-15%	10µM*	?	1%	-17%
p53 reactivation	2%	-6%	-13%	4%	-10%	14%	1%	-3%
VP16 counter	-3%	-3%	-10%	-13%[0.365 µM]	?	?	2%	-4%
ELG1 repair inh	0%	1%	?	1%	-9%	?	?	-2%
BRCA1 expr up	-41%	9%	-19%	-29%	-58%	66%	0%	-76%

9) C/C(=N\NC(=O)C1COc2ccccc2O1)c1ccc(Cl)s1 (configuration not stated)
10) Cn1c(=O)c2c(nc(SCc3ccccc3F)n2C)n(C)c1=O
11) COc1cccc(OC)c1C(=O)NC(=O)NNc1cc(C(F)(F)F)cc(C)n1
12) CCC(=O)Nc1ccccc1Oc1ccccc1
13) COc1cc(C2=NOC(C(=O)NCc3ccccn3)C2)cc(OC)c1OC (configuration not stated)
14) O=C(O)CCCNc1c(C(=O)Nc2ccc(Cl)cc2)cc([N+](=O)[O-])cc1[N+](=O)[O-]
15) Cc1ccc(CN2CCN(/N=C/c3ccc(C(F)(F)F)cc3)CC2)cc1
16) Cc1ccccc1OCC(=O)Nc1ccc2c(c1)n(C)c(=O)n2C
compound no.	9	10	11	12	13	14	15	16
FLuc modulator	-3%	-8%	3%	1%	-1%	?	-1%	-6%
Rab9 prom act	4%	-5%	-1%	-8%	1%	8%	4%	-3%
Tb PFK inh	-1%	1%	1%	-1%	-8%	11%	0%	1%
TRPV1 agonist	21	-1	3	-2	-1	2	1	-1
NPC1 prom act	1%	-8%	-3%	1%	1%	0%	-1%	-5%
ELG1 genotoxic	-3%	0%	-3%	0%	5%	-1%	-2%	5%
RORgamma inh	6.3µM*	1%	20%	22%	-1%	12%	15%	-7%
p53 reactivation	1%	0%	6%	0%	4%	2%	9%	-2%
VP16 counter	18µM*	-3%	6%	12%	2%	-11%	4%	-4%
ELG1 repair inh	4%	-16%	9%	-1%	12%	1%	22%	2%
BRCA1 expr up	-18%	7%	-1%	73%	-23%	-3%	-50%	-31%

17) C=CCn1c(SCC(=O)NC)nc2sc3c(c2c1=O)CCC3
18) O=C(NNS(=O)(=O)c1ccccc1)C1CCN(S(=O)(=O)c2ccc(Cl)cc2)CC1
19) Cc1cc(C(c2ccc(C)o2)c2ccc(C)o2)c(O)c([N+](=O)[O-])c1
20) Cc1ccc(S(=O)(=O)/N=C(\c2ccc(F)cc2)n2c(C)nc3ccccc32)cc1
21) O=C(CSc1nc(C(F)(F)F)cc(=O)[nH]1)N1CCOCC1
22) COC(=O)c1ccc(NC(=O)Cc2ccccc2)cc1
23) CCOC(=O)CSc1nnc2c3ccccc3n(CC)c2n1
24) O=C(Nc1ccccc1C(=O)Nc1ccccn1)c1cccc([N+](=O)[O-])c1
compound no.	17	18	19	20	21	22	23	24
FLuc modulator	3%	2%	0%	4%	-1%	15µM*	-1%	-8%
Rab9 prom act	9%	-2%	-3%	-16%	2%	2.5µM*	3%	0%
Tb PFK inh	1%	5%	1%	1%	11%	-14%	-1%	-1%
TRPV1 agonist	14	3	13	3	0	0	4	10
NPC1 prom act	-2%	0%	-1%	-2%	-1%	4µM*	-7%	2%
ELG1 genotoxic	14%	-5%	0%	0%	-3%	?	1%	-7%
RORgamma inh	25%	-18%	21%	25%	.	-1%	36%	15%
p53 reactivation	-11%	1%	-2%	-3%	-7%	14%	.	-15%
VP16 counter	6%	10%	-10%	-4%	.	3%	0%	-5%
ELG1 repair inh	?	-8%	7%	-6%	11%	?	-4%	-11%
BRCA1 expr up	-32%	-2%	1%	-16%	20%	54%	-9%	-33%

25) Cc1cccc(N2CCN(C(=S)c3ccc(-c4ccccc4[N+](=O)[O-])o3)CC2)c1
26) Cc1cccc(N2CCN(C(=O)CSc3nc4ccccc4nc3N3CC(C)OC(C)C3)CC2)c1C (configuration not stated)
27) CCCC[C@@H]1CNC(=S)N1CCCc1cc(OC)c(OC)c(OC)c1
28) COC(=O)c1[nH]c2cccc(OC)c2c1NC(=O)CCN1CCN(c2ccccc2F)CC1
29) Cc1occc1C(=O)Nc1nn[nH]n1
30) O=C(NCc1ccccn1)C1CCN(S(=O)(=O)c2cnc[nH]2)CC1
31) CC(C)CC(NC(N)=O)C(=O)Nc1ccc(Cl)c(Cl)c1 (configuration not stated)
32) CN(C(=O)CN1C(=O)c2cccc(N)c2C1=O)C1CCCCC1
compound no.	25	26	27	28	29	30	31	32
FLuc modulator	3%	1%	1%	4%	1%	-2%	-2%	6%
Rab9 prom act	-4%	-5%	-6%	5%	3%	-2%	0%	-5%
Tb PFK inh	-2%	0%	-6%	-6%	1%	2%	0%	-1%
TRPV1 agonist	-1	15	-2	6	-1	1	0	3
NPC1 prom act	0%	-6%	-3%	-2%	-3%	-1%	8%	-2%
ELG1 genotoxic	-3%	-25%	-4%	-13%	3%	2%	-8%	-1%
RORgamma inh	-6%	-3%	8.9µM*	-2%	10%	-29%	29%	.
p53 reactivation	-5%	-2%	-4%	-9%	2%	1%	1%	-4%
VP16 counter	-5%	-6%	?	-8%	-1%	10%	?	.
ELG1 repair inh	-25%	-3%	?	-25%	?	12%	-19%	2%
BRCA1 expr up	-79%[inhibitor]	-48%	-7%	.	-11%	-5%	-14%	10%

33) CCOc1ccc(N2C(=O)/C(=C\c3ccc(OC)c(O)c3)S(=O)(=O)C2c2cccc([N+](=O)[O-])c2)cc1 (configuration not stated)
34) CCCCOc1ccc(C(C)NC(=O)C2CCCN(S(=O)(=O)CCC)C2)cc1 (configuration not stated)
35) COCCNC(=O)c1cc2c(=O)n3cccc(C)c3nc2n1C
36) C=CCN(C(=O)c1csnn1)C(C(=O)NC1CCCC1)c1ccc(OC)cc1 (configuration not stated)
37) Cc1nc(N)sc1C(=O)N/N=C/c1cccnc1
38) Cc1ccc(C(=O)COC(=O)CN2C(=O)C3C4C=CC(C4)C3C2=O)cc1C (configuration not stated)
39) Cc1noc(C)c1C(=O)NCC(=O)Nc1ccccc1Br
compound no.	33	34	35	36	37	38	39
FLuc modulator	5%	-8%	1%	-14%	-8%	?	.
Rab9 prom act	-5%	-8%	-23%	0%	-1%	3%	.
Tb PFK inh	1%	0%	-7%	3%	-5%	3%	-2%
TRPV1 agonist	2	7	-2	0	-2	12	.
NPC1 prom act	-4%	-2%	-24%	-6%	0%	-2%	.
ELG1 genotoxic	-4%	7%	1%	3%	4%	4%	1%
RORgamma inh	33%	28%	-1%	2%	-13%	?	.
p53 reactivation	4%	-3%	-8%	-1%	7%	19%	2%
VP16 counter	-5%	-4%	2%	-10%	22%	16%	.
ELG1 repair inh	-7%	-18%	?	8%	?	-9%	?
BRCA1 expr up	-7%	-1%	-28%	-8%	-19%	-1%	-1%

Part of the list above in order of molecular weight, smallest number first:
39) Cc1noc(C)c1C(=O)NCC(=O)Nc1ccccc1Br
38) Cc1ccc(C(=O)COC(=O)CN2C(=O)C3C4C=CC(C4)C3C2=O)cc1C (configuration not stated)
33) CCOc1ccc(N2C(=O)/C(=C\c3ccc(OC)c(O)c3)S(=O)(=O)C2c2cccc([N+](=O)[O-])c2)cc1 (configuration not stated)
compound no.	39	38	33
FLuc modulator	.	?	5%
Rab9 prom act	.	3%	-5%
Tb PFK inh	-2%	3%	1%
TRPV1 agonist	.	12	2
NPC1 prom act	.	-2%	-4%
ELG1 genotoxic	1%	4%	-4%
RORgamma inh	.	?	33%
p53 reactivation	2%	19%	4%
VP16 counter	.	16%	-5%
ELG1 repair inh	?	-9%	-7%
BRCA1 expr up	-1%	-1%	-7%
